Screening data (PubChem BioAssay)
Large T inhibition: SV40 large T antigen inhibitors, biochemical (AID 1903) | inhibition, % at 20 µM; hits with a dose series show IC50 in µM | 310,000 tested, 0.39% active | SV40 large T antigen ATPase/helicase inhibition assay; higher % means a stronger effect; in the data active = a potency from the dose series; also: strong numbers were not always called active
PhoP inhibition: inhibitors of PhoP regulon expression, primary screen, Salmonella Typhimurium, GFP reporter (AID 1863). inhibition, % at 50 µM, or IC50 in µM where a hit was titrated. 300,000 tested, 0.16% active. S. Typhimurium PhoP-regulated promoter GFP reporter, 4 h; higher % means a stronger effect;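 active = inhibition over 29.93%, a cutoff 3 SD above the screen mean, later confirmed by dose response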;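 also: 0% = low Mg2+ inducing control and 100% = high Mg2+ repressing control; strong numbers were not always called active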
Myeloid diff 2: compounds promoting myeloid differentiation; ER-HoxA9 myeloid progenitors, lysozyme-GFP differentiation, flow cytometry; calls only at 10 µM; 360,000 tested, 1% active; AID 624256;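 active = normalized GFP-positive differentiation at or above the plate's own cutoff, the solvent-only control mean plus 3 SD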;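 also: cells exposed to compound for four days before flow analysis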
Rac1 GTP hydrolysis: MgcRacGAP GTPase-activating activity inhibitors, confirmation, biochemical, ADP Hunter fluorescence. MgcRacGAP-stimulated Rac1 GTP hydrolysis, ADP Hunter fluorescence; higher % means a stronger effect; GST-tagged Rac1 F28L mutant substrate. inhibition, % at 30 µM, or IC50 in µM where a hit was titrated. 340,000 tested, 0.6% active. AID 624330;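 active = first-screen hits whose inhibition reached a set limit at any dose in the follow-up dose series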;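 also: fluorescence reports GDP produced by GAP-driven GTP hydrolysis; strong numbers were not always called active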
UTI89 phage lysis: protection from phage-mediated lysis, alamar blue read-out – E. coli UTI89, K1F phage, bacterial capsule biogenesis inhibitors (AID 488966); E. coli UTI89 K1F phage lysis, alamar blue, 2 h; higher % means a stronger effect; one-dose inhibition, % at 100 µM; IC50 in µM for titrated hits; 340,000 tested, 0.02% active;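 active = phage lysis inhibition, versus mean bacterial control, above a set limit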;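 also: capsule biogenesis inhibitors block K1F phage lysis so surviving cells raise fluorescence; higher fluorescence means more inhibition of phage lysis; actives were called in the ten point dose series up to 300 µM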
RSV antiviral HEp-2: inhibition of RSV-induced cytopathic effect – HEp-2 cells, primary 10 µM value included (AID 2391). HEp-2 cells, RSV-induced CPE inhibition; higher % means a stronger effect. CPE inhibition, % at 10 µM, or IC50 in µM where a hit was titrated. 310,000 tested, 0.13% active; in the data active = a potency from the dose series; also: strong numbers were not always called active
TNAP activators: stimulation of alkaline phosphatase TNAP activity – biochemical, luminescent, no phosphate acceptor, uHTS, primary screen (AID 1001); purified TNAP, luminescent activation assay, no phosphate acceptor; higher activation fold means a stronger effect; activation fold at 20 µM; hits with a dose series show EC50 in µM; 200,000 tested, 0.03% active; in the data active = activation fold from about 3, or a potency from the dose series; inactive = the rest, 99 in 100 with activation fold below about 1.6; also: many of its hits are not listed in these tables
T cell modulator: T cell immune modulation candidate; 2C CD8+ T cell-vesicle binding, flow cytometry; active compounds read low; calls only at 7 µM; 330,000 tested, 0.068% active; AID 2052;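 active = response, share of CD8 T cells binding vesicles, and their 90th percentile fluorescence all below set limits, cut at about 80% in these data, passing the limit was not always enough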
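Material: murine 2C transgenic CD8+ T lymphocytes / Also added: QL9-peptide-loaded Drosophila micro-vesicles bearing Ld, ICAM-1 and B7-1 / Schedule: binding step 1.5 h, 37 °C, antibody labelling 20 min, ice / Signal: flow cytometry, PE anti-B7-1 (FL2) versus Alexa647 anti-CD8 (FL8), PFA-fixed / Evaluation: percent CD8+ FL2 mean versus row control / Benchmarks: naked versus QL9-loaded vesicles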
NTR1 ag: agonists of NTR1, primary screen, imaging, U2OS cells, beta-arrestin-GFP, high content (AID 493036) | 330,000 tested, 0.17% active | activation, % at 20 µM | P30989 | NTR1-U2OS beta-arrestin-GFP spot imaging, agonist mode;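 active = activation at or above 40% of the spot to cytoplasm intensity ratio, with at least 20 cells analyzed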;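 also: 0% = DMSO without peptide and 100% = 100 nM NTR1 peptide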
Target sequence (P30989 whole entry, looked up): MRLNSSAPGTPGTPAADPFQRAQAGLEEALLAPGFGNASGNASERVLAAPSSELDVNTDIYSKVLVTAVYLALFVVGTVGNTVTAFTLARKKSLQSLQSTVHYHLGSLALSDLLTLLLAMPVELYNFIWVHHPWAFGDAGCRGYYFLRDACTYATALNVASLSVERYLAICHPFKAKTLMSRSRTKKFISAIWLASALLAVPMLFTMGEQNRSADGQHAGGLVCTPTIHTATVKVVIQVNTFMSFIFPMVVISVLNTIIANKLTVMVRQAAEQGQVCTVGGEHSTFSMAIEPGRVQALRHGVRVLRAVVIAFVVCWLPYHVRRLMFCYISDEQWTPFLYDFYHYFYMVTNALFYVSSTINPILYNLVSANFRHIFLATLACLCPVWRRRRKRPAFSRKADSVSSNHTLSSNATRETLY
T cell modulator vesicle-bound %: also measured in T cell modulator; calls as there; double positive events, %; measured here: CD8+ vesicle-bound cell fraction;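 binding gate set so that unloaded-vesicle control wells show 10% double positive cells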
NTR1 ag cell count 20 µM: second read-out of NTR1 ag, no call of its own (marks repeat the call); cell count; measured here: cell count, cytotoxicity flag
Myeloid diff 2 GFP+ MAC1+ %: recorded beside Myeloid diff 2, whose call it bears; GFP+ MAC1+ double positive, %; measured here: differentiation confirmed by MAC1 staining
* = called active by the depositor; i = inactive; . = not tested or not shown; [ ] = remark or other dose. Outcome played no part in choosing rows, and some 2.3% of all compounds hit somewhere here.

cpd	mol	T cell modulator vesicle-bound %	PhoP inhibition	NTR1 ag	UTI89 phage lysis	Large T inhibition	T cell modulator	Rac1 GTP hydrolysis	RSV antiviral HEp-2	Myeloid diff 2	NTR1 ag cell count 20 µM	Myeloid diff 2 GFP+ MAC1+ %	TNAP activators
1	CC(C)Cc1nnc(NC(=O)c2cc([N+](=O)[O-])ccc2N2CCOCC2)s1	48	-6%	0.5	-0.1%	6%	i	11%	1.3%	i	64	0.0	.
2	COc1ccc(N2CCN(c3ccc(NC(=O)C4CCCCC4)cc3C#N)CC2)cc1	39	0%	0.2	0.8%	0%	i	3%	0.7%	i	65	0.5	1.1
3	COc1ccc(S(=O)(=O)Nc2ccccc2C(=O)NC(C)C)cc1OC	48	-6%	0.2	2.0%	-2%	i	7%	1.1%	i	49	1.2	1.1
4	COc1ccc(NS(=O)(=O)c2cccc(C(=O)N3CCCC3)c2)cc1	6	2%	-1.4	1.0%[50 µM]	-1%	i	5%	-2.1%	i	52	0.9	.
5	CCN(C(=O)c1cc2cc(OC)ccc2oc1=O)c1ccccc1	20	6%	1.4	3.9%	8%	i	5%	1.3%	i	53	1.0	1.1
6	O=C(CC12CC3CC(CC(C3)C1)C2)NC1CC1	33	.	0.2	4.0%	0%	i	10%	1.7%	i	42	0.6	.
7	CCN(CC(=O)Nc1ccccc1C(F)(F)F)C(=O)c1cc(S(=O)(=O)N2CCCCCC2)ccc1OC	37	-7%	-0.8	-0.1%[50 µM]	10%	i	2%	-0.6%	i	55	1.4	.
8	COc1ccc(CCNC(=O)CSCc2c(F)cccc2Cl)cc1OC	21	5%	2.1	0.2%	2%	i	8%	1.5%	i	55	0.5	1.1
9	CCOC(=O)C(C)Oc1cccc2c(=O)n(CC(=O)N3CCN(C(=O)OCC)CC3)ccc12 (centres undefined)	25	-4%	-2.8	8.7%	3%	i	-1%	1.8%	i	57	2.4	1.2
10	CCOc1ccccc1C(=O)NC1CC2CCCC(C1)N2Cc1ccccc1 (centres undefined)	49	-1%	2.4	0.2%	24%	i	3%	0.2%	i	71	0.2	1.1
11	O=C(C1CCN(S(=O)(=O)c2cc(Cl)ccc2Cl)CC1)N1CCOCC1	25	-3%	0.3	1.6%	1%	i	5%	1.1%	i	31	1.4	.
12	CCOC(=O)C1(CCCc2ccccc2)CCN(Cc2nccn2CC)CC1	28	-5%	0.2	0.4%	1%	i	9%	6.3%	i	82	0.3	1
13	Cc1nc(NC(=S)NC(=O)c2ccccc2)sc1C	53	-6%	2.1	-1.8%[50 µM]	3%	i	10%	2.3%	i	55	0.5	.
14	CC(NC(=O)COC(=O)/C=C/c1ccc2c(c1)OCO2)c1ccccc1 (centres undefined)	10	.	-1.2	0.3%[50 µM]	.	i	1%	0.3%	i	71	1.4	.
15	O=C(N/C=C/c1ccco1)Nc1cccc(Cl)c1	56	4%	-1.3	.	12%	i	.	5.3%	i	52	1.3	.
16	Clc1ccc(N/N=C/c2cccnc2)cc1	46	17%	0.5	-6.4%	3%	i	4%	3.1%	i	70	0.3	1.1
17	O=C(O)CCCCCNS(=O)(=O)/C=C/c1ccccc1	57	-2%	1.1	0.8%	9%	i	2%	-0.9%	i	44	0.1	1.1
18	CCc1cc2ccccc2nc1Cl	30	-1%	-1.0	-1.1%	11%	i	7%	0.0%	i	43	0.2	1.1
19	O=C(COC(=O)c1n[nH]c(=O)c2ccccc12)Nc1ccccc1F	31	.	1.7	-2.1%	.	i	0%	.	i	51	0.9	.
20	C[C@H](N)C(=O)N1CCC(C(=O)N[C@@H](Cc2ccccc2)C(=O)Nc2ccc(F)cc2)CC1	28	-2%	-1.3	2.9%	6%	i	-5%	0.6%	i	92	5.2	.
21	Cc1cc(NC(=O)CN2C(=O)/C(=C/c3cccc(Br)c3)SC2=S)no1	48	-1%	3.7	1.5%	5%	i	2%	0.5%	i	25	0.5	1.1
22	CCOC(=O)c1cnc(Nc2nc3ccccc3o2)nc1CSc1nnc(C)s1	35	.	0.8	0.1%	.	i	11%	1.9%	i	90	0.9	.
23	CC12CN3CC(C)(CN(C1)C3c1ccc(Br)cc1O)C2 (centres undefined)	45	24%	1.0	0.1%	8%	i	8%	1.1%	i	57	0.7	1.1
24	COc1cccc(CN2CCC(Oc3ccc(C(=O)NCc4ccccn4)cc3)CC2)c1	8	-11%	2.6	0.2%	13%	i	3%	-0.1%	i	55	1.3	.
25	O=P(COCCOCP(=O)(c1ccccc1)c1ccccc1)(c1ccccc1)c1ccccc1	12	-4%	-0.7	0.2%	11%	i	-6%	3.8%	i	40	2.2	1.1
26	CSCc1ccc(C(=O)N2CCCC(Nc3ccc(F)cc3)C2)o1 (centres undefined)	24	15%	0.6	0.1%	12%	i	7%	1.2%	i	53	2.4	.
27	C/C(=N\N=C(N)N)c1ccc(Cl)cc1	48	27%	1.1	4.7%[50 µM]	0%	i	10%	2.3%	i	42	0.0	1.1
28	Cc1ccc(-n2nc(C)c3cc(C(=O)O)sc32)cc1	22	-17%	-0.6	-0.2%	9%	i	3%	0.3%	i	31	1.3	1.2
29	COc1cc(C(C)=O)ccc1OCC(O)CN(CCO)Cc1ccccc1 (centres undefined)	44	0%	1.2	0.2%	9%	i	5%	-1.9%	i	35	0.6	1
30	COc1cccc(NC(=O)CN2C(=O)COc3ccc(S(=O)(=O)N4CCOCC4)cc32)c1	29	9%	0.7	0.1%	0%	i	-11%	0.0%	i	51	0.0	.
31	C=CCc1cc(/C=N/n2cnnc2)cc(OCC)c1O	27	5%	1.1	0.2%	6%	i	9%	1.7%	i	86	0.9	1.1
32	CC(=O)Oc1ccc(-c2cccc(C(=O)NCC(=O)O)c2)cc1	61	-1%	2.7	-0.4%	17%	i	15%	1.0%	i	84	0.8	1.1
33	Cc1c(NC(=O)CSc2nncn2-c2ccccc2)c(=O)n(-c2ccccc2)n1C	22	-7%	-1.3	0.9%[50 µM]	13%	i	0%	-2.3%	i	60	0.8	.
34	O=C(O)CC(C(=O)O)c1cn(Cc2ccccc2)c2ccccc12 (centres undefined)	28	-1%	0.0	0.3%	2%	i	11%	2.7%	i	30	1.1	1.1
35	CC(=O)c1nc(N2C(=O)CC(Cc3cc(C)cc(C)c3)C2=O)sc1C (centres undefined)	60	-5%	0.7	-0.1%[50 µM]	8%	i	5%	2.5%	i	44	0.4	1.1
36	Cc1cccn2c(=O)c3cc(C(=O)NC4CCCC4)c(=N)n(CCCN4CCOCC4)c3nc12	40	-3%	3.9	-1.3%	17%	i	13%	0.0%	i	42	0.6	.
37	O=C(COC(=O)c1ccccn1)Nc1cccnc1Cl	38	-2%	-1.0	1.5%[50 µM]	12%	i	12%	-0.7%	i	59	0.9	.
38	O=C(CCNC(=O)Cn1ccc2ccccc2c1=O)NCc1ccc(F)cc1Cl	38	-2%	-0.2	-0.1%	6%	i	2%	2.1%	i	52	0.6	1.1
39	Cc1cc(C)n(Cc2cc(C(=O)O)c3ccccc3n2)n1	49	3%	0.1	-1.3%	8%	i	-2%	-0.3%	i	62	0.1	1.1
40	O=C(COC(=O)c1ccc(S(=O)(=O)N2CCCC2)cc1)Nc1ccc(N2CCOCC2)cc1	65	-7%	-0.7	.	1%	i	.	0.9%	i	105	0.3	1.1
41	Cc1ccc(F)cc1S(=O)(=O)NCc1ccc(N2CCN(C)CC2)cc1	30	4%	0.3	.	26%	i	.	.	i	60	0.6	.
42	CCCCC(=O)NNC(=O)c1c(O)c2ccccc2[nH]c1=O	35	-1%	-1.1	0.7%[50 µM]	8%	i	7%	0.4%	i	65	0.3	.
43	S=C(Nc1ccc(Cl)cc1)c1nc2ccccc2s1	29	-10%	-0.3	0.2%	24%	i	4%	1.9%	i	38	0.6	1.1
44	CCOc1cc(C(=O)NC)cc(OCC)c1OCC	40	19%	0.6	4.5%	4%	i	1%	0.5%	i	39	1.5	1.1
45	CC(=O)c1cccc(S(=O)(=O)N2CCC(n3nnc4cc(F)ccc43)CC2)c1	35	-1%	0.3	0.2%	-4%	i	5%	2.5%	i	80	0.5	1
46	CC1CCc2cc(F)ccc2N1C(=O)c1cnc2sccn2c1=O (centres undefined)	16	0%	2.8	0.6%	-2%	i	8%	1.4%	i	51	2.7	1
47	O=C(CCC1CCCN(c2ncccn2)C1)NCc1ccccc1F (centres undefined)	52	3%	-0.5	0.1%	6%	i	3%	1.0%	i	93	0.8	1
48	O=C(c1ccccc1)N1CCN(C(=O)c2ccc([N+](=O)[O-])cc2)CC1	10	-11%	-0.1	-4.4%	-2%	i	-7%	1.9%	i	43	0.6	1.1
49	Cc1ccc(-n2cc(CNC(C)c3cnn(C)c3C)c(-c3ccc(F)cc3)n2)cc1 (centres undefined)	38	1%	1.8	0.2%	3%	i	14%	13%	i	58	0.4	1.1
50	Cc1cc(-c2ccc(F)cc2)nc2cc(C(N)=O)nn12	13	6%	-0.8	-0.2%	8%	i	17%	1.4%	i	43	0.5	1.1
51	CC(NC(=O)C(=O)N1CCCCC1)C(c1cccs1)N1CCN(c2ccccc2F)CC1 (centres undefined)	5	16%	0.6	-0.2%	8%	i	8%	1.4%	i	64	8.2	.
52	CC(=O)Nc1ccc(S(=O)(=O)N[C@@H](C)C(=O)Nc2ccc(N3CCOCC3)cc2)cc1	44	6%	0.5	-0.1%	7%	i	8%	1.1%	i	58	0.9	1
53	CCOC(=O)C1(Cc2ccccc2C)CCCN(C(=O)c2cc(C3CC3)[nH]n2)C1 (centres undefined)	51	1%	-0.4	0.8%	4%	i	-3%	1.6%	i	31	0.6	1.2

3 compounds picked at random from those above:
cpd	mol	T cell modulator vesicle-bound %	PhoP inhibition	NTR1 ag	UTI89 phage lysis	Large T inhibition	T cell modulator	Rac1 GTP hydrolysis	RSV antiviral HEp-2	Myeloid diff 2	NTR1 ag cell count 20 µM	Myeloid diff 2 GFP+ MAC1+ %	TNAP activators
53	CCOC(=O)C1(Cc2ccccc2C)CCCN(C(=O)c2cc(C3CC3)[nH]n2)C1 (centres undefined)	51	1%	-0.4	0.8%	4%	i	-3%	1.6%	i	31	0.6	1.2
49	Cc1ccc(-n2cc(CNC(C)c3cnn(C)c3C)c(-c3ccc(F)cc3)n2)cc1 (centres undefined)	38	1%	1.8	0.2%	3%	i	14%	13%	i	58	0.4	1.1
52	CC(=O)Nc1ccc(S(=O)(=O)N[C@@H](C)C(=O)Nc2ccc(N3CCOCC3)cc2)cc1	44	6%	0.5	-0.1%	7%	i	8%	1.1%	i	58	0.9	1
